Compound activity deposited in PubChem by several laboratories.
S1P4 agonist = human S1P4 receptor agonism; O95977; S1P4-expressing cell line, agonist reporter assay; activation, % at 4.98 µM; hit rate 0.35% among 220,000; AID 1509; in the data active = activation above about 11%;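 also: 0% = DMSO vehicle and 100% = reference agonist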
NPY2 pot ag = potentiates or activates human NPY-Y2 receptor. P49146. cells expressing NPY-Y2, potentiator/agonist read-out. activation, % at 3.6 µM. hit rate 0.45% among 220,000. AID 1359; in the data active = activation above about 27%;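 also: cells stimulated with NPY near EC25 plus isoproterenol at EC100; 0% = vehicle plus submaximal agonist and 100% = vehicle plus saturating agonist; some results beyond the cut were filed as inactive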
BaF3 parental = counter-screen for JAK2V617F inhibitors: parental Ba/F3 viability inhibitors. CellTiter-Glo ATP luminescence. inhibition, % at 5.6 µM. hit rate 1.1% among 220,000;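 active = inhibition above a per-campaign cutoff, the mean inhibition of all tested compounds plus 3 SD, cut at about 27% in these data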;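 also: 0% = DMSO wells and 100% = JAK Inhibitor I control wells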
PERK inh = inhibitors of human PERK kinase; Q9NZJ5; CHO PERK-DD fusion, SEAP luminescence translation reporter; inhibition, % at 5.6 µM; hit rate 0.17% among 220,000;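 active = inhibition above the mean inhibition of all tested compounds plus 3 SD, set separately per screening campaign, cut at about 2.9% in these data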;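 also: PERK kinase domain activated by AP20187 dimerizer at 100 nM; 0% = DMSO with dimerizer and 100% = rapamycin at 8.4 µM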
Target sequence (Q9NZJ5 whole entry, looked up, the tested form may be a part): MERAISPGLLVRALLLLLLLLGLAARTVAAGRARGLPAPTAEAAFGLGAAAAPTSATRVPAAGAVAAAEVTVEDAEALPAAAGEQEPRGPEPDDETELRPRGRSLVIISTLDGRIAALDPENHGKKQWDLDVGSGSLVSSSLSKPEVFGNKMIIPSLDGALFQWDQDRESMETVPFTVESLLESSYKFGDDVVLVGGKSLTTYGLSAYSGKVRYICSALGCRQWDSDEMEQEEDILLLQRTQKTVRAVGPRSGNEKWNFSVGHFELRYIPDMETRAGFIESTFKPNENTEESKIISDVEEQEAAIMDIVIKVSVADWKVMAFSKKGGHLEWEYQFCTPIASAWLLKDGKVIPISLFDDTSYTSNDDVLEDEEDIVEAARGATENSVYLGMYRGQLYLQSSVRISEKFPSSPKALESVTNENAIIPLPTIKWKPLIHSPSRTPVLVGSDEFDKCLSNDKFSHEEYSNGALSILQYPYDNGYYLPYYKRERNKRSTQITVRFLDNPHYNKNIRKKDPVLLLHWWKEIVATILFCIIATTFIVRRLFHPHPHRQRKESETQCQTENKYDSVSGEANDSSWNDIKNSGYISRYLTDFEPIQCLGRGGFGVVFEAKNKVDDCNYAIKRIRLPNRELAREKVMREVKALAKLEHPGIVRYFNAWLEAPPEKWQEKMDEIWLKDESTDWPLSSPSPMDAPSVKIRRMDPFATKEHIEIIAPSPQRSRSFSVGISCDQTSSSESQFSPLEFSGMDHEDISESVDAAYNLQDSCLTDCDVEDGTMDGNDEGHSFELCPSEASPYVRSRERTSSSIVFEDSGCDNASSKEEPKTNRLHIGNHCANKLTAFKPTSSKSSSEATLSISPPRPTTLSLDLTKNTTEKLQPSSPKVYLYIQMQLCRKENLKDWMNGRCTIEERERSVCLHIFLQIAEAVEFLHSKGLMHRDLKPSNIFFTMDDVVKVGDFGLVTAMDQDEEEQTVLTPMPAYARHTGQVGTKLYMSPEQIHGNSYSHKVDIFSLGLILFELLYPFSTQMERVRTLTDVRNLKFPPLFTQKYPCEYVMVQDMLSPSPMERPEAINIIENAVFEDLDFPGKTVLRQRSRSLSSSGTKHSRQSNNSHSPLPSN
eIF4E-4G inh = blocks eIF4E binding to eIF4G; hit rate 0.37% among 220,000; TR-FRET eIF4E-eIF4GI(517-606) binding, 2 h; inhibition, % at 21.7 µM; P63073+Q04637;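 active = inhibition above about 30%, limit read from the data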;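 also: 0% = full FRET control wells and 100% = background wells lacking eIF4GI fragment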
Wee1 degr inh = blocks degradation of human Wee1 kinase; AID 1321; HeLa Luc-Wee1K328M stability, luciferase luminescence; 100% = proteasome inhibitor MG132 effect; P30291; hit rate 1.2% among 220,000; reporter increase, % at 5 µM;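 active = activation above the mean of all tested compounds plus 3 SD, set per screening run, cut at about 8.8% in these data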;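 also: cells exposed to compound for 20 h before luminescence read; 0% = DMSO alone and 100% = MG132 at 30 µM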
Ba/F3 V617F tox = reduce viability of Ba/F3 cells dependent on JAK2V617F; AID 1446; hit rate 1.1% among 220,000; inhibition, % at 5.6 µM; Ba/F3 EpoR-JAK2V617F viability, ATP luminescence;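 active = inhibition above the campaign mean plus 3 SD over all tested compounds, cut at about 24% in these data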;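 also: cytokine-independent growth of Ba/F3 cells driven by EpoR plus mutant JAK2; 0% = DMSO-treated cells and 100% = JAK inhibitor I control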
Mdm2 ligase inh = Mdm2 E3 ligase (human) inhibition; cell-based MDM2 ubiquitination luciferase reporter, 2 h; 0 = plate control, 100 = twice control, blank-subtracted; signal enhancement, % at 5 µM; hit rate 0.11% among 210,000;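 active = signal enhancement of 30% or more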;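 also: luminescence tracks abundance of the self-degrading MDM2-luciferase fusion protein; higher signal means inhibition of MDM2 E3 ligase activity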
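Timing – 2 h compound exposure at 37 °C · Assay system – mammalian cells stably expressing self-ubiquitinating, self-degrading MDM2 E3–luciferase fusion · Amount – 2000 cells seeded into each well · Measure – % luminescence enhancement versus blank-corrected plate control mean · Measured by – SteadyLite luminescence, 15 min reagent step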
S1P4 antagonist = antagonists of human S1P4 receptor. hit rate 0.26% among 220,000. S1P4-expressing cells, antagonist mode, reporter read-out. inhibition, % at 4.98 µM. O95977. AID 1510; in the data active = inhibition above about 29%;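 also: 0% = wells stimulated with agonist and 100% = vehicle wells without agonist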
Numbers without * were called inactive; / = not tested or not shown; [ ] = remark or other dose.

SMILES | S1P4 agonist | NPY2 pot ag | BaF3 parental | PERK inh | eIF4E-4G inh | Wee1 degr inh | Ba/F3 V617F tox | Mdm2 ligase inh | S1P4 antagonist
Cc1ccc(-c2nnc(N3CCN(C(=O)c4ccco4)CC3)c3ccccc23)cc1 | -2.2 | 17 | 1 | -0.4 | 0 | -2 | 0 | -9 | -7
O=C1Nc2ccc(Cl)cc2C12Nc1ccccc1-c1nnc(SCc3ccccc3F)nc1O2 (stereo not drawn) | 0.0 | 1 | 9 | 0.6 | -7 | 0 | 2 | 5 | -6
C[C@@H]1C[C@@H]2O[C@H]2/C=C\C=C\C(=O)Cc2c(Cl)c(O)cc(O)c2C(=O)O1 | -1.3 | -48 | 104* | -0.1 | 1 | -5 | 97* | -9 | 7
CC(CC(=O)O)CC1=NS(=O)(=O)c2ccccc2N1 (stereo not drawn) | 0.7 | 6 | -1 | 0.7 | -7[fluorescence artefact?] | -2 | -2 | -13 | -12
Cc1cc(C)c2c(c1)-c1cc(C)nn1C(c1ccc3c(c1)OCO3)N2 (stereo not drawn) | -2.2 | 7 | 9 | -0.2 | / | -2 | 2 | -2 | 11
Cc1cc(C)cc(OCC(=O)Nc2ccc3c(c2)OCCO3)c1 | 3.1 | -7 | 8 | 0.6 | -2 | 0 | 2 | -11 | -14
O=[N+]([O-])CC(=Nc1ccc(Cl)cc1)N/N=C\c1oc(O)c2ccccc12 | 1.5 | 2 | 2 | 0.1 | 0 | 3 | -1 | -2 | -14
O=C(Nc1cccc(-c2nnc(-c3ccco3)o2)c1)c1ccccc1 | 2.1 | 3 | 8 | -1.6 | 3 | -4 | 4 | -24 | 4
COc1ccc(-n2cc(-c3ccc(Br)cc3)[nH]c2=S)cc1 | 0.8 | -9 | 5 | 1.1 | 2 | 3 | -3 | -28 | 6
CCS(=O)(=O)N1CCN(c2ncnc3sc(C)c(C)c23)CC1 | 1.4 | -6 | 2 | -0.2 | 2 | 1 | -1 | -9 | -4
Cc1nn(Cc2ccccc2)c(Cl)c1C(=O)OC(C)C#N (stereo not drawn) | 2.1 | -3 | 6 | -0.4 | 1 | -1 | 5 | -1 | -21
CCOc1ccc(N2C(=O)CC(N3CCc4ccccc43)C2=O)cc1 (stereo not drawn) | 1.7 | -1 | 8 | -0.9 | 11[fluorescence artefact?] | -2 | 0 | -5 | 7
O=S(=O)(c1ccc(F)cc1)N1CCN(c2nc(-c3ccc(F)cc3)cs2)CC1 | -0.9 | -2 | 5 | -0.6 | -22 | 0 | 2 | 3 | -5
O=C1C(Cl)=C(NCCCN2CCOCC2)C(=O)N1CCc1ccccc1 | -0.9 | 6 | 4 | -1.0 | 3 | 1 | 5 | 10 | -12
CC(C)NC(=O)NC(=O)COc1ncnc2sccc12 | -0.3 | 1 | 2 | 1.3 | 2 | 0 | -4 | -4 | -16
CCn1cc([N+](=O)[O-])c(C(=O)Nc2nc(-c3ccc(C)cc3)c(C)s2)n1 | -1.9 | 4 | 6 | -0.7 | -24 | -2 | 2 | 3 | -6
O=C(NCc1ccccc1Cl)c1ccc(Br)o1 | 0.1 | -3 | 6 | -0.2 | -2 | 0 | 3 | -5 | -12
Cc1ccc(C)c(NC(=O)CSc2nc(N)c(NC(=O)c3cccs3)c(=O)[nH]2)c1 | 3.2 | 7 | 5 | -0.5 | 5[fluorescence artefact?] | 1 | -2 | / | -5
CCOc1cccc(C(=O)NC(=S)Nc2cccnc2)c1 | 0.8 | 8 | 6 | 0.2 | 11 | 2 | 0 | 16 | -6
O=C1c2ccccc2C(=Nc2ccccc2)C1c1cccc(Br)c1 (stereo not drawn) | 0.6 | 15 | 3 | 0.6 | -11[fluorescence artefact?] | 5 | -1 | -7 | -14
O=C(Nc1cnn(Cc2ccc(F)cc2)c1)c1cc(-c2cccs2)on1 | -0.2 | -2 | 5 | 0.0 | -3 | -4 | 3 | -7 | -15
Cc1ccsc1C(=O)OCC(=O)NC1CCS(=O)(=O)C1 (stereo not drawn) | -0.8 | -10 | 0 | 0.6 | 5 | 0 | 4 | -11 | -9
CCc1nnc(NC(=O)CCC(=O)NCCc2ccc(OC)c(OC)c2)s1 | 7.5 | 0 | 5 | 1.0 | 12 | 3 | -2 | -20 | -12
Cc1cc(=O)oc2c(C)c(OCC(=O)N(C)C)ccc12 | -3.0 | -2 | 6 | 0.0 | -3 | 3 | 0 | -21 | -17
O=C(CNC(=O)c1ccccc1)OCC(=O)N1c2ccccc2Sc2ccccc21 | 0.3 | 15 | 3 | -0.1 | 11 | -4 | 0 | 3 | -21
COc1ccc(Nc2ccccc2C(=O)O)cc1 | -0.8 | -20 | 5 | 1.0 | 3 | 0 | 2 | -23 | -2
COc1cccc(-c2nnc(SCC(=O)N3CC(C)CC(C)C3)o2)c1 (stereo not drawn) | -0.3 | -10 | 8 | -0.9 | -1 | 0 | 1 | -8 | -12
CC(C)(C)c1ccc(OCC(=O)NN2Cc3ccccc3C2=N)cc1 | 1.2 | -10 | 3 | -0.5 | 0 | -3 | 2 | -5 | -24
CCOn1c(=O)c(-c2cccc([N+](=O)[O-])c2)[n+]([O-])c2ccccc21 | 1.1 | -1 | 4 | 1.4 | 2 | 4 | -1 | -15 | -18
O=c1[nH]c(S)nc2sc3c(c12)CCCC3 | 1.9 | 0 | 5 | 1.3 | 2 | 0 | -2 | -15 | -14
Cc1oc(-c2cccc(Cl)c2)nc1CN1CCC(C(=O)NCC2CCCO2)CC1 (stereo not drawn) | 0.5 | 0 | 6 | -0.5 | 3 | 3 | 5 | -10 | 2
Cc1ccc(NC2=C(Cl)C(=O)OC2OC(=O)c2ccc(C)cc2)cc1 (stereo not drawn) | -1.8 | 2 | -3 | -0.1 | 1 | 0 | -4 | -10 | -8
CCCCCOc1ccc(NC(=O)CSc2cccc3cccnc23)cc1 | -0.8 | 7 | 6 | 0.5 | 3[fluorescence artefact?] | 3 | -5 | -2 | -7
O=C(COc1ncnc2scc(-c3ccc(Cl)cc3)c12)NCc1ccco1 | 1.2 | 10 | 2 | -0.9 | 4 | -2 | 1 | / | -11
CC(SC1CCCC1)C(=O)Nc1ccnn1C(C)C (stereo not drawn) | 1.4 | -4 | 9 | 0.2 | -11 | -3 | -1 | -1 | -2
CC1(C)CC(=O)C2=C(C1)c1c(ccc3ccccc13)NC2c1ccco1 (stereo not drawn) | -0.6 | -17 | 3 | -0.8 | 0 | -2 | -1 | 5 | 7
COCCSc1nnc(-c2cccc(C#N)c2)n1C | 0.9 | -12 | 5 | 3.3* | 5 | 0 | -4 | -11 | -2
CCn1ncc(/C=N/NS(=O)(=O)c2ccc(Cl)cc2)c1C | -4.2 | -10 | 4 | 0.5 | 1 | -1 | 3 | -21 | 6
Cc1ccc(NC(=O)CCCC(=O)O)c(Br)c1 | 1.6 | -4 | 3 | 0.4 | 3 | -1 | -2 | -5 | -14
CCCCCC(=O)Nc1ccc(Cl)cn1 | 15* | -3 | 0 | -0.3 | -7 | 2 | -4 | -8 | -9
O=C(COc1ccc2ccc(=O)oc2c1)OCc1ccccc1 | 1.0 | -6 | 10 | -0.4 | 3 | 0 | 3 | 6 | -8
CCCCc1nc2sc3c(=O)n(N)cnc3c2c2c1CCCC2 | -0.1 | 5 | 6 | 1.2 | 1[fluorescence artefact?] | 3 | -2 | -6 | -2
COc1ccc(C(=O)NC(=S)NNC(=O)[C@H]2C[C@@H]2c2ccccc2)cc1OC | 0.8 | -19 | -2 | 0.7 | 3 | -1 | -3 | -11 | -8
COc1ccc(/C=C(\NC(=O)c2ccc([N+](=O)[O-])cc2)C(=O)N2CCOCC2)cc1 | 0.1 | -1 | 5 | -0.2 | -1 | 1 | 1 | 5 | -26
Cc1cc(NC(=O)COC(=O)C2=COCCO2)c([N+](=O)[O-])cc1C | 0.6 | -11 | 4 | -0.7 | 3 | -2 | -3 | -11 | -7
COc1ccc(C(=O)N/N=C2\CCc3ccccc32)cc1OC | -1.5 | -13 | 1 | 0.4 | -2 | -1 | -2 | -7 | 7
O=Cc1ccccc1OCCOc1ccc([N+](=O)[O-])cc1 | 0.7 | 7 | 2 | 0.9 | 6 | 4 | -5 | -11 | -8
Cc1cc(C)c(NC(=S)N(CCN(C)C)C(C)c2cccnc2)c(C)c1 (stereo not drawn) | 1.5 | -7 | 2 | 0.6 | 0 | -1 | -2 | -1 | -26
COc1cccc(-c2ccc(SCC(=O)NCCc3ccccc3)nn2)c1 | 0.3 | -11 | 5 | 0.7 | -1 | 2 | 4 | 6 | 4
O=C(Cn1c2[n+](c3ccc(C(F)(F)F)cc31)CCCCC2)c1ccc2c(c1)OCCO2 | -1.2 | -8 | 5 | 0.8 | -1 | 0 | 3 | -8 | 10
Cc1ccc2c(c1)c1c3n2CCN=C3CCC1 | 0.9 | 5 | 5 | 0.0 | 1[fluorescence artefact?] | -3 | -4 | -4 | -17
Cc1ccc(S(=O)(=O)N(C)C(=O)NC(=O)NS(=O)(=O)c2ccccc2)cc1 | 0.7 | -16 | 1 | 0.2 | 0 | -1 | 0 | 1 | -9
OCCNc1nc2ccccc2n1-c1ccccc1 | 0.5 | -12 | 0 | -0.1 | -8 | 2 | -1 | -13 | -6
O=C(c1cccs1)N(c1cccc(Cl)c1)C1C=CS(=O)(=O)C1 (stereo not drawn) | 2.3 | -8 | 1 | -0.3 | -1 | 0 | -1 | -17 | -10
CC(C)(C)CC(C)(C)NC(=O)/C=C/C(=O)O | -0.8 | 2 | -3 | 1.9 | -2 | -1 | -2 | -7 | -6
O=C(c1ccc(S(=O)(=O)N2CCOCC2)cc1)N(c1ccccc1)C1C=CS(=O)(=O)C1 (stereo not drawn) | -1.8 | 10 | 6 | -0.1 | 2 | -1 | 3 | -16 | -11
Cc1cc(C(=O)CSc2n[nH]c(N)n2)c(C)n1C1CC1 | -0.8 | -1 | 2 | 0.9 | 1 | -2 | -3 | 7 | -18
N#C/C(=C1\CCCN1)c1nc(-c2ccccc2)cs1 | 0.3 | -12 | 6 | -0.3 | 0 | 3 | 5 | -2 | 10
CCOC(=O)c1sc(=NC(=O)c2ccc(OC(C)C)cc2)n(C)c1C | 1.7 | -11 | 5 | 0.2 | -2 | -2 | -2 | 3 | -7
O=C1N(c2ccccc2)C(c2ccccc2)N2CCCN12 (stereo not drawn) | -0.1 | -24 | 5 | 1.9 | 0 | 0 | -7 | -14 | -3
Cc1c(C(=O)N2CCN(c3ccccn3)CC2)sc2ncnc(N3CCOCC3)c12 | -3.3 | 8 | 4 | -1.8 | 11 | -1 | -1 | / | -13

3 of these compounds in another layout.
Results follow in this order: S1P4 agonist | NPY2 pot ag | BaF3 parental | PERK inh | eIF4E-4G inh | Wee1 degr inh | Ba/F3 V617F tox | Mdm2 ligase inh | S1P4 antagonist
- CCCCCOc1ccc(NC(=O)CSc2cccc3cccnc23)cc1
  -0.8 | 7 | 6 | 0.5 | 3[fluorescence artefact?] | 3 | -5 | -2 | -7
- O=C(COc1ncnc2scc(-c3ccc(Cl)cc3)c12)NCc1ccco1
  1.2 | 10 | 2 | -0.9 | 4 | -2 | 1 | / | -11
- CC(SC1CCCC1)C(=O)Nc1ccnn1C(C)C (stereo not drawn)
  1.4 | -4 | 9 | 0.2 | -11 | -3 | -1 | -1 | -2
